V1aR counter = agonists of human V1a receptor, primary screen, counter-screen for OXTR agonist project, fluorescence, CHO-V1R cells | Vasopressin V1a receptor (Homo sapiens), P37288 | Fluo-8 calcium fluorescence, agonist mode; 0% DMSO, 100% 3 nM vasopressin | activation, % at 3 µM | 0.25% of 320,000 active | AID 2797, 2010;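 active = activation above the mean activation of all tested compounds plus 3 SD, per screening run, cut at about 20% in these data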;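 also: signal is peak over basal fluorescence ratio across a 100 second FLIPR read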
OXTR ag = human OXTR agonists, primary screen, fluorescence, CHO-OTR cells, Fluo-8 calcium; Fluo-8 calcium fluorescence; normalized: DMSO 0%, oxytocin 100%; activation, % at 3 µM; 0.32% of 320,000 active; AID 2435, 2010;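 active = activation above the mean of all tested compounds plus 3 SD, cutoff set per screening run, cut at about 20% in these data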;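 also: peak over basal fluorescence ratio from a 100 s FLIPR kinetic read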
Target sequence (P30559 whole entry, looked up): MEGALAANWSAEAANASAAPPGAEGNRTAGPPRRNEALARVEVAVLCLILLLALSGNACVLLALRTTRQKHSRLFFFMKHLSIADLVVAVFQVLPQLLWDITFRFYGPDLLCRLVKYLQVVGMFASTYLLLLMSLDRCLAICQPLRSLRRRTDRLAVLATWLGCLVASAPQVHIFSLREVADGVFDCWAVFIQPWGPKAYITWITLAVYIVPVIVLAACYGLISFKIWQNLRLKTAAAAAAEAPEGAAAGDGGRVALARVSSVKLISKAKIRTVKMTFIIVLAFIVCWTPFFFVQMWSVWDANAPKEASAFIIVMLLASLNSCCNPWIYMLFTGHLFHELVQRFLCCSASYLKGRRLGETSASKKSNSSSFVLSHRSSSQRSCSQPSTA
M1 PAM = human M1 muscarinic receptor positive allosteric modulators, primary screen, CHO-K1 cells, Fluo-8 calcium fluorescence, 1536-well; Muscarinic acetylcholine receptor M1 (Homo sapiens), P11229; CHO-K1 hM1, ACh EC20; 0% = ACh EC20, 100% = maximal ACh; activation, % at 3 µM; 0.088% of 360,000 active; AID 588819, 2011; in the data active = activation above about 19%, passing the limit was not always enough
Target sequence (P11229 whole entry, looked up): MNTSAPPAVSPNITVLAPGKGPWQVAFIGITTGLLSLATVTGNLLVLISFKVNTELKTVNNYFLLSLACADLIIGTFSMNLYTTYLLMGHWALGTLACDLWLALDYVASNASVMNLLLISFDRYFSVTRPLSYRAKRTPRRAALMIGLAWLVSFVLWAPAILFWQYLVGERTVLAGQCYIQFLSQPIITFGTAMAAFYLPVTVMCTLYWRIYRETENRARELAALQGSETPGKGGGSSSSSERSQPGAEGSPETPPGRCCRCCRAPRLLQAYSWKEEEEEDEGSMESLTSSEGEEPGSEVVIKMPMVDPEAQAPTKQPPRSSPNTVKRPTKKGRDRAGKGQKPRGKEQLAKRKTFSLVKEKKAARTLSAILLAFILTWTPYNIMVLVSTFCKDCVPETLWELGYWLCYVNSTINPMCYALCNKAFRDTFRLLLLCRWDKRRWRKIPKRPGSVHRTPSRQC
TAAR1 ag = human TAAR1 agonists, primary screen, Fluo-8 calcium fluorescence, CHO RD-HGA16 cells | Trace amine-associated receptor 1 (Homo sapiens), Q96RJ0 | vehicle wells 0%, saturating PEA agonist 100% | activation, % at 3 µM | 0.99% of 360,000 active | AID 624467, 2012;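 active = activation above the mean activation of all test compounds in the run plus 3 SD, cut at about 38% in these data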
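Test system: RD-HGA16 (CHO) cells co-expressing Gα16 and hTAAR1; dosing: one-point dosing at 3 µM (nominal); timing: 17-24 h seeding, 75 min 37 °C dye, 30 min RT; signal: kinetic Fluo-8 calcium fluorescence; read-out basis: % activation relative to PEA EC100 response; controls: DMSO and PEA EC100; replicates: n 1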
CHRM1 antagonist = human M1 muscarinic receptor antagonists, primary screen, CHO-K1 cells, Fluo-8 calcium fluorescence, 1536-well. Muscarinic acetylcholine receptor M1 (Homo sapiens), P11229. CHO-K1 hM1, ACh EC80 antagonist. inhibition, % at 3 µM. 1.3% of 360,000 active. AID 588852, 2011;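 active = percent inhibition above its own plate's cutoff, namely the mean of that plate's compound wells plus 3 SD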;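 also: peak over basal fluorescence ratio during 140 s after agonist addition; 0% = ACh EC80 plus DMSO and 100% = DMSO alone without agonist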
CHO parental Ca = ATP-evoked calcium signal inhibitors, parental CHO, primary screen, counter-screen for OX1R antagonist project, cell-based, fluorescence, Fluo-8 calcium dye. 0.63% of 330,000 active. inhibition, % at 5.6 µM. parental CHO-K1, ATP-induced calcium, Fluo-8 fluorescence. AID 463079, 2010;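 active = inhibition above that plate's mean sample inhibition plus 3 SD, cut at about 26% in these data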;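 also: 0% = ATP-challenged DMSO wells and 100% = DMSO wells without ATP; some compounds past the cut are filed as inactive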
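material = parental CHO cells | also added = ATP as calcium-mobilizing challenge | dosing = single point at 5.6 µM | detection = intracellular calcium via Fluo-8 no-wash fluorescent dye | read-out = % inhibition | benchmarks = low control ATP plus DMSO, high control DMSO only | repeats = one well per compound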
M1 ag = human M1 muscarinic receptor agonists, primary screen, Fluo-8 calcium fluorescence, CHO-K1 cells, HTS; Muscarinic acetylcholine receptor M1 (Homo sapiens), P11229; AID 588814, 2011; 0.33% of 360,000 active; activation, % at 3 µM; CHO-K1 hM1, agonist mode; 0% DMSO, 100% acetylcholine EC100;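 active = activation above the run's mean compound activation plus 3 SD, cut at about 16% in these data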;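 also: peak over basal fluorescence ratio within a 140 s kinetic read after compound addition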
TAAR1 antagonist = human TAAR1 antagonists, primary screen, Fluo-8 calcium fluorescence, CHO RD-HGA16 cells | inhibition, % at 3 µM | antagonist | 1.5% of 360,000 active | Trace amine-associated receptor 1 (Homo sapiens), Q96RJ0;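 active = inhibition above a per-plate cutoff, the mean inhibition of test compounds on that plate plus 3 SD, cut at about 49% in these data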;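 also: 0% = DMSO plus EC80 beta-PEA response and 100% = DMSO alone without agonist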
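test system = CHO RD-HGA16 cells bearing hTAAR1 | replication = singlicate | controls = DMSO-only wells and EC80 β-PEA-stimulated wells | reagent = EC80 β-phenethylamine stimulus | read-out basis = percent inhibition of PEA-evoked calcium signal, max/basal emission ratio | schedule = seeding 17-24 h prior, 75-min 37 °C, 30-min RT dye loading | signal = kinetic Fluo-8 calcium fluorescence measurement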
OXTR potentiate = human OXTR potentiators, primary screen, fluorescence, CHO-OTR cells, Fluo-8 calcium | Fluo-8 calcium fluorescence, potentiator mode; 0% = oxytocin EC15, 100% = EC100 | 0.061% of 320,000 active | Oxytocin receptor (Homo sapiens), P30559 | activation, % at 3 µM;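 active = activation above that plate's cutoff, the mean activation of tested compounds plus 3 SD, cut at about 6.6% in these data, passing the limit was not always enough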;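 also: 100% uses oxytocin at 75 nM as the full agonist control; some results filed as inactive read as strong as hits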
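test system = CHO-OTR cells, human receptor | compound = single-point 3.0 µM | schedule = 6 min compound pre-incubation at room temperature, 100 s kinetic read | signal = Fluo-8 no-wash calcium dye fluorescence, excitation 470-495 nm, emission 515-575 nm | repeats = single well per compound, singlicate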
An asterisk follows results filed as active; · = not tested or not shown.

canonical_smiles	TAAR1 antagonist	CHRM1 antagonist	M1 PAM	CHO parental Ca	OXTR ag	TAAR1 ag	M1 ag	V1aR counter	OXTR potentiate
Cc1cc(C)n(S(=O)(=O)c2ccc(C)c(C)c2C)n1	-8	-3	3	-18	3.2	-1	-5	-1.3	-4
COc1ccccc1C(=O)NC(=O)COC(=O)c1nc(Cl)ccc1Cl	-2	-12	6	-7	0.5	5	-2	0.2	-4
COc1ccc(NC(c2ccccc2)c2ccncc2)cc1 (configuration not stated)	-24	0	7	-3	-1.4	-2	-5	-0.3	-13
Cc1onc(C(=O)NC2CCCCC2)c1[N+](=O)[O-]	·	10	-5	2	0.2	·	-3	0.2	-3
CCc1ccc(/C=N/NC(=O)c2cc(C3CC3)nc3ccc(Br)cc23)s1	22	-3	3	-33	-1.7	3	-4	-0.8	-6
CCOC(=O)c1c(C)[nH]c(C(=O)COC(=O)c2ccc(O)cc2O)c1C	1	2	2	2	2.4	0	-2	2.6	-5
Cc1ccc(S(=O)(=O)N2CCN(C(=O)CSc3cc(C)ccc3C)CC2)c(C)c1	14	-19	14	·	·	0	0	·	·
COc1ccc(/C=N/NC(=O)c2ccc(CSc3nncn3C)cc2)cc1OC	-37	14	-4	-2	0.1	2	-1	-0.1	-12
CC(=O)NC(C)c1nc2ccccc2n1CC(=O)N1C(C)CCCC1C (configuration not stated)	-33	-8	6	-12	0.2	1	-2	-0.3	-8
CCCC(=O)Oc1ccc(N(C(=O)CCC)S(=O)(=O)c2cccs2)cc1	-39	2	1	-11	-2.0	2	-7	-0.4	0
Cc1cc(=O)oc(C)c1C(=O)Nc1c(C)n(C)n(-c2ccccc2)c1=O	-7	-13	3	-2	0.4	12	-3	0.1	-5
CCN1CCN(CCCNC(=O)C2CCN(c3nnc(-n4c(C)ccc4C)s3)CC2)CC1	-9	-11	8	-8	0.4	1	-9	0.4	-6
CC1(C)N(OCc2ccccc2)C(=O)C(=O)N(OCc2ccccc2)C1(C)C	16	4	-2	-17	0.6	3	-2	0.2	-5
CCC(CO)[n+]1c(C)cc(/C=C2\Sc3ccccc3N2Cc2ccccc2)cc1C (configuration not stated)	6	13	-11	41*	4.0	5	-8	2.2	-5
Cc1cc(N2CCN(C)CC2)nc2ccc(NC(=S)NC3CC3)cc12	1	-7	11	-8	0.6	0	-3	0.0	1
COc1ccc(N2CCN(C(=O)c3ccc4c(c3)NC(=O)C(CSCc3c(F)cccc3Cl)N4)CC2)cc1 (configuration not stated)	·	·	·	-14	-1.9	·	·	-0.9	-17
CS(=O)(=O)c1ccc2nc(NC(NC(=O)c3ccco3)(C(F)(F)F)C(F)(F)F)sc2c1	8	1	3	-14	3.2	11	-2	1.9	-5
COc1ccc(OC)c(Nc2cc(C)nc3ccccc23)c1	12	-2	6	-14	-0.3	0	-6	-0.1	-5
CN(CCOc1ccccc1)S(=O)(=O)c1ccccc1C#N	-7	-5	10	3	-0.7	1	-5	0.2	-7
CCCn1c(=O)c(C(=O)Nc2cccc(C)n2)c(O)c2ccccc21	-16	-27	14	-7	-0.1	3	0	1.1	-3
COc1ccc(N2CCN(C(=O)Cn3nnc(-c4cccs4)n3)CC2)cc1	-13	12	-9	-15	1.1	6	-2	3.2	-10
CCN(/C=N/S(=O)(=O)c1ccc(Cl)cc1)CC	4	-5	8	6	0.6	9	-5	0.1	4
CC(=O)N1C[C@H]2CON(C)[C@H]2C[C@H]1c1cccc(-c2cc(Cl)cc(Cl)c2)c1	-12	-18	3	·	·	1	-4	·	·
O=C(C1CCCN(C2CC(=O)N(c3ccc(F)cc3)C2=O)C1)N1CCCC1 (configuration not stated)	-13	-4	9	·	·	1	-3	·	·
CC(=O)Nc1cc2c(cc1[N+](=O)[O-])OCCO2	-23	-2	4	0	0.7	3	-3	-0.7	2
Cc1ccc(NCC(=O)N=Nc2c(O)[nH]c3ccc([N+](=O)[O-])cc23)cc1	-23	·	·	-5	1.0	-1	·	-0.4	-5
COc1ccc(Br)c(C(=O)N(C)CC(=O)Nc2ccc(N3CCOCC3)cc2)c1	-6	7	5	-9	0.0	3	-3	0.2	-11
CC(=O)N1C(=O)C2(NCC(C)N2)c2ccccc21 (configuration not stated)	-10	-3	-3	·	·	4	-1	·	·
N=c1oc2ccc(Br)cc2cc1C(=O)NC1CCCCCC1	-5	-5	4	-2	0.1	1	0	1.1	0
Cc1ccc(S(=O)(=O)N2C[C@@H]3CCCC[C@@H]3[C@@H](C)[C@H]2c2cn(Cc3ccccc3)c3ccccc23)cc1	-20	2	0	25	·	3	-2	·	·

Quoted at random: two entries already listed.
canonical_smiles	TAAR1 antagonist	CHRM1 antagonist	M1 PAM	CHO parental Ca	OXTR ag	TAAR1 ag	M1 ag	V1aR counter	OXTR potentiate
COc1ccccc1C(=O)NC(=O)COC(=O)c1nc(Cl)ccc1Cl	-2	-12	6	-7	0.5	5	-2	0.2	-4
Cc1ccc(S(=O)(=O)N2CCN(C(=O)CSc3cc(C)ccc3C)CC2)c(C)c1	14	-19	14	·	·	0	0	·	·

Other compounds follow.
canonical_smiles	TAAR1 antagonist	CHRM1 antagonist	M1 PAM	CHO parental Ca	OXTR ag	TAAR1 ag	M1 ag	V1aR counter	OXTR potentiate
CC(=O)OC(COc1ccc(F)cc1)Cn1cnc2ccccc21 (configuration not stated)	16	2	2	-21	-0.2	3	-7	0.6	-3
COc1ccc2cc(CN(CCO)C(=O)c3ccc(Br)cc3)c(=O)[nH]c2c1	-6	4	-3	·	·	-1	-2	·	·
O=C(Nc1ccc2c(c1)CCC2)c1cccc(S(=O)(=O)N2CCN(c3ccccc3)CC2)c1	-5	-4	13	6	-0.1	0	1	0.8	-9
COc1ccc(-c2noc(C3CCCN(C(=O)c4ccc(C)cc4)C3)n2)cc1 (configuration not stated)	-16	3	0	-10	1.0	-3	0	2.0	-8
Cc1ccccc1Oc1ccc(NC(=O)C2CC=CCC2C(=O)O)cc1 (configuration not stated)	18	-4	4	-3	-0.7	7	-5	-0.3	-5
Cc1cc(=O)[nH]c2sc(C(=O)N3c4ccccc4CC3C)c(N)c12 (configuration not stated)	-24	-6	-1	-15	8.0	1	5	6.5	-6
O=C(CCl)Nc1cccc(-c2cnc3ccccc3n2)c1	10	-2	-6	-13	0.2	7	-5	0.3	-6
COc1ccc(CCN2C(=O)C(Oc3ccccc3C)C2c2ccc3c(c2)OCO3)cc1 (configuration not stated)	56*	26	-12	-7	4.6	8	-4	4.4	-14
COC(=O)Cc1[nH]nc2c1C(c1ccc(O)c(OC)c1)C(C#N)=C(N)O2 (configuration not stated)	-21	-15	5	-9	0.1	1	-1	0.1	-8
Cc1c(C)n(C)c2ccc(C(=O)NCCc3ccco3)cc12	-26	-9	3	-15	-1.5	1	-6	0.3	-2
O=C(NCCN1CCc2ccccc2C1)Nc1ccc([N+](=O)[O-])cc1	-18	24	-13	-10	4.2	16	-6	0.8	-4
Cc1nc(Nc2cccc(F)c2)c2oc3ccccc3c2n1	11	-4	-1	-27	-2.3	7	-12	-0.8	-16
COc1cc(C(=O)NC(=S)Nc2ccc(N3CCCC3)cc2)cc(OC)c1OC	0	-2	2	-7	-2.6	-1	-10	0.0	-1
COCCNC(=O)c1ccc2c3n(nc2c1)-c1ccccc1CO3	16	-2	7	-5	-0.3	5	-3	-0.3	4
O=C(Cc1c(F)cccc1Cl)Nc1ccc(S(=O)(=O)N2CCOCC2)cc1	9	0	4	-21	3.5	6	0	4.2	-8
COC(=O)c1ccc(OCC(=O)NC2CCCCCCC2)cc1	5	-15	7	-9	-0.4	2	-4	0.5	-6
COC(=O)C1=C(N)Oc2cc(C)n(CC3CCCO3)c(=O)c2C1c1ccc(Cl)c(Cl)c1 (configuration not stated)	1	11	-7	-25	-0.8	0	-7	-0.7	-5
CN(C(=O)/C=C/c1ccco1)c1ccccc1C(=O)O	-30	-19	10	-5	0.5	0	2	0.5	-3
O=C(NC(=S)Nc1nc(-c2cccc([N+](=O)[O-])c2)cs1)c1cc(Cl)ccc1Cl	-4	-14	15	-4	1.0	0	0	0.4	-4
Cc1c(NC(=O)c2cccc(NC(=O)Cc3ccc(Cl)cc3)c2)c(=O)n(-c2ccccc2)n1C	-4	-7	5	-23	-0.4	3	-5	1.3	-1
Fc1cccc(NC(=S)N2CCN(c3ccccn3)CC2)c1	-12	-14	13	3	1.4	4	-3	4.0	-10
CC1CC(NS(=O)(=O)c2cc3c4c(c2)CCN4C(=O)CC3)CC(C)(C)C1 (configuration not stated)	-9	-20	13	-20	-1.4	11	-2	-1.1	-16

Screening results from PubChem BioAssay.
